HTT ATP protect: cytoprotection in Huntington HTT-Q103 PC12 cell model; PC12 HTT-Q103 induced, cytoprotection, ATP luminescence, 40 h; Potency, µM (series often up to 56.4 µM), for inactives: cytoprotection (ATP increase), most hits filed as activators; actives 0.14% (n = 230,000);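 note: potency is the fitted concentration of half-maximal effect; % of control where 0% means no effect; nearly all actives have a fitted effect of over 45% in size; toxic huntingtin expression switched on by the ecdysone agonist tebufenozide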
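Compounds added alongside 100 nM tebufenozide, which induces toxic Q103 huntingtin exon 1-GFP in stable PC12 cells; surviving cells quantified by luminescent ATP measurement. Medium: phenol red-free DMEM, 5% equine and 5% calf serum.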
CBFb RUNX1 block: inhibitors of human CBF-beta and RUNX1 interaction | AID 1477 | 230,000 tested, under 10 active | AlphaScreen CBFb-His/RUNX1-biotin binding, biochemical | Q01196+Q13951 | Potency, µM (doses to about 59.8 µM), without a hit: at the highest dose activity, negative = inhibition, actives largely listed as inhibitors; note: % of control where 0% means no effect
Target sequence (Q01196 whole entry, looked up): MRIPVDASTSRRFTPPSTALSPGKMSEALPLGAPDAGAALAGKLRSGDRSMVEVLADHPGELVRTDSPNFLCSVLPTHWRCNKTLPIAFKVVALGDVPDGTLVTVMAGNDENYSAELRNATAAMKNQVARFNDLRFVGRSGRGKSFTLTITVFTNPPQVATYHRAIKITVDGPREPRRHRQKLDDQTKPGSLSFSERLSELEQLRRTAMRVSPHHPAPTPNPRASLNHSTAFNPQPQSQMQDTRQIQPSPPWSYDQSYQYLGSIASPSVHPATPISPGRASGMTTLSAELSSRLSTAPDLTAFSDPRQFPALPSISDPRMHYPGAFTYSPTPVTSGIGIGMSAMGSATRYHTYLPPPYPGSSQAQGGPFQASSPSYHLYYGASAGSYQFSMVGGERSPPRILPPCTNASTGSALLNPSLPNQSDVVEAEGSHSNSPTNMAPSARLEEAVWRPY
Target sequence (Q13951 whole entry, looked up): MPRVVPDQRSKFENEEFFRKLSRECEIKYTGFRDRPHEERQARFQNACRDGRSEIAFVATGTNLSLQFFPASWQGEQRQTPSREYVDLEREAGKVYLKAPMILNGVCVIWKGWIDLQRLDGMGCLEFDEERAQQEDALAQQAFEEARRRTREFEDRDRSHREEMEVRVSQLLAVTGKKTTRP
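Read-out: AlphaScreen. Format: His-CBF-beta with biotinylated RUNX1 (30 nM each) preincubated 20 min, compound 15 min, Ni-chelate plus streptavidin beads 90 min; room temperature throughout.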
IMPase Li cell: cell-permeable IMPase inhibitors with lithium potentiation; Potency, µM (titrated, usually from 59.4 µM), without a hit: top-dose activity, negative = IMPase inhibition, usual class: inhibitors; CHO-M1 cells, IP1 TR-FRET (IP-One), carbachol + lithium; actives 0.35% (n = 210,000);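 note: IP1 builds up when IMPase is blocked and the TR-FRET signal falls; potency is the fitted concentration of half-maximal effect; plate controls were basal vehicle for no effect and high inhibitor control for full effect; nearly all actives have a fitted effect of over 50% in size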
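CHO cells stably expressing M1 receptor (2000/well, cultured 16–30 h) treated 30 min at 37C with compound plus low lithium. Cytosolic IP1 by TR-FRET (665/620 ratio and 620 channel) after 10 min lysis; AC50 by Hill fit.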
SMN2 splice up: increases expression of the SMN2 splice variant | HEK293 SMN2-luciferase splicing reporter, luminescence, 30-36 h | Potency, µM (series often up to 46.1 µM), inactives show at the top dose activity change, positive = activation, most hits filed as activators | actives 2.8% (n = 210,000) | AID 1458; note: potency is the fitted concentration of half-maximal effect; % of control where 0% means no effect; nearly all actives have a fitted effect of over 55% in size
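HEK293 cells carry an SMN2 […]–luciferase reporter in which exon 7 inclusion puts luciferase in frame. Cells were plated 10-12 h before compound addition, then incubated 30-36 h at 37C. ONE-Glo luminescence was read; sodium butyrate at 4.5 mM final served as control.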
Lamin A splicing: modulators of lamin A splicing; HeLa LMNA splicing GFP/RFP minigene ratio, 48 h; Potency, µM (series often up to 46.1 µM), without a hit: top-dose ratio change, negative = inhibition, actives largely listed as inhibitors; actives 0.01% (n = 200,000); AID 1487; active = well fitted inhibition curve with a large enough effect in the signal ratio, with a control signal flat, not every such curve was filed as active; inconclusive = small, poorly fitted or top-dose-only effect, or effect the other way, or a change in a side signal; the % refers to the signal ratio; note: potency is the fitted concentration of half-maximal effect; % is set by controls: 0 for no effect and ±100 for the full control effect
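S3 HeLa stable clones carrying a lamin A-EGFP splicing minigene plus DsRed2 were seeded at 600 cells/well in Opti-MEM with 2% FBS, pin-dosed and incubated 48 h at 37°C. Acumen cytometry (488 nm) gave the GFP/RFP total-intensity ratio.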
HttQ103 aggreg: inhibitors of mutant huntingtin aggregate formation in PC12 cells; PC12 HttQ103-GFP aggregates, Acumen cytometry, 40 h; Potency, µM (titrated, usually from 46.1 µM), for the others: at the top dose activity change, negative = inhibition, most hits filed as inhibitors; actives 1.1% (n = 220,000); note: potency is the fitted concentration of half-maximal effect; % is set by controls: 0 for no effect and ±100 for the full control effect; nearly all actives have a fitted effect of over 60% in size
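Ecdysone-promoter PC12 model expressing HTT exon 1 Q103 fused to GFP, induced by tebufenozide at 100 nM final. Compounds titrated; aggregates sized 1–25 µm scored on a 488 nm laser cytometer.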
KinaseGlo FLuc: counter-screen: inhibitors of Kinase-Glo firefly luciferase. Q27757. Kinase-Glo luciferase, ATP luminescence, 8 min. Potency, µM (titrated, usually from 38.3 µM), for the others: top-dose activity change, negative = inhibition, actives largely listed as inhibitors. actives 0.28% (n = 200,000). AID 1379; note: potency is the fitted concentration of half-maximal effect; % is set by controls: 0 for no effect and ±100 for the full control effect; nearly all actives have a fitted effect of over 60% in size
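Luminescence was the read-out, taken after 8-minute incubation at ambient temperature. Luciferase turned over luciferin with 10 uM ATP in imidazole pH 7.2 buffer containing KCl, MgCl2, Tween 20 and BSA.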
An asterisk follows results filed as active; ? = inconclusive; . = not tested or not shown; & = joins results of further samples; [ ] = dose if it differs, or a comment. Unless noted, calls come from the whole dose curve; as a rule, active = well fitted curve in the direction sought with a large enough effect; inconclusive = small, poorly fitted or top-dose-only effect, or another doubt; inactive = no such curve, though single readings can be large; an effect the other way counts as inactive or inconclusive. This is a random part of the collection. Share with any hit: about 4%.

canonical_smiles	KinaseGlo FLuc	CBFb RUNX1 block	IMPase Li cell	SMN2 splice up	HTT ATP protect	HttQ103 aggreg	Lamin A splicing
Cc1cccc(Nc2nc3c(S(=O)(=O)c4ccccc4)nnn3c3ccccc23)c1	3%	7%	?	14%	.	1%	-3%
O=C(CSc1ccccc1)NCc1cccnc1	12%	10%	4%[38.3 µM]	-2%	-5%	-2%	4%
COc1ccc(/C=N/NC(=S)Nc2ccccc2)cc1COc1ccccc1F	2%	6%	-6%	-7%	.	-2%	16%
COc1cc(/C=C2/NC(=O)NC2=O)cc(Br)c1OCc1cccc(C(=O)O)c1	1%	-1%	14%	-10%	-1%	7%	.
CCNS(=O)(=O)c1ccc(NC(=O)Cn2cc([N+](=O)[O-])cn2)cc1	-1%	11%	4%	9%	.	4%	-3%[46 µM]
COc1ccccc1-c1noc(-c2ccccc2C(=O)Nc2ccccc2)n1	8%	-2%	5%[38.3 µM]	-3%	-8%	-2%	4%
Cc1cc(C)nc(SCCC(=O)Nc2cccc3ccccc23)n1	-2%	-3%	5%[38.3 µM]	-1%	-81%[inhibitor]	?	2%
CCOc1ccccc1N1CCN(CC(O)COc2ccc3c(C)cc(=O)oc3c2)CC1 (centres undefined)	1%	0%	43%[activator][38.3 µM]	-2%	11%[1.9 µM]	28%	-6%
O=S(=O)(NCC(c1ccccc1)N1CCNCC1)c1ccc(Cl)cc1 (centres undefined)	-4%	-2%	21%[38.3 µM]	-14%	8%[10 µM]	-6%	1%
Cc1nc(C)c(-c2ccn(C(=O)NC(C)C)n2)s1	.	8%	.	.	7%[10 µM]	-4%[9.22 µM]	.
Cc1ccccc1NNC(N)=S	-2%	8%	-2%	-3%	17%[10 µM]	18%	-3%[46 µM]
C[C@]12C[C@H](O)CC(CO)(CO)C1[C@H](O)C[C@@]13CC4[C@@H](CC12)[C@@]4(C)C3 (some centres undefined)	2%	11%	7%	3%	-19%	.	.
Cc1nn(CC(=O)Nc2cccc(S(N)(=O)=O)c2)c(C)c1[N+](=O)[O-]	3%	-8%	-10%	-29%	-8%[10 µM]	16%	0%
Cn1c(SCC(=O)N/N=C/C=C\c2ccco2)nc2ccccc21	-10%	-4%	42%[activator][38.3 µM]	28%	-1%	9%	?
CN1CCN(CCc2ccc(Cl)c(Cl)c2)CC1	3%	-7%	?	-7%	-178%&18%[inhibitor]	.	.
COc1ccc2[nH]c(=O)c(CN(Cc3nnnn3Cc3ccco3)C3CCCCC3)cc2c1	-5%	?	-16%[38.3 µM]	-15%	-27%[10 µM]	6%	1%
O=C1CCN2C=Nc3cccc4ccc1c2c34	0%	4%	-23%[38.3 µM]	13%	-17%	?	?
O=C(c1ccco1)N1CCCSC1=Nc1ccccc1	0%	4%	2%[38.3 µM]	-5%	-16%	4%	2%
Cc1nn(CC(=O)NCc2ccccc2F)c(C)c1[N+](=O)[O-]	-3%	6%	8%	.	12%[10 µM]	-4%[9.22 µM]	?
CN(C)S(=O)(=O)c1cc(C(=O)NCc2ccccc2)c(Cl)cc1Cl	2%	2%	11%	-17%	-2%[10 µM]	-7%	?
COc1ccc(NC(=S)NC(NC(=O)CCl)C(Cl)(Cl)Cl)c([N+](=O)[O-])c1 (centres undefined)	.	-8%	3%	.	7%[10 µM]	4%[9.22 µM]	.
Clc1cccc(Sc2ccc(-c3ccccn3)s2)c1	.	?	.	.	16%[10 µM]	4%[9.22 µM]	19%[46 µM]
CCn1c(SCc2cccc(F)c2)nc2c(c1=O)SCC2	5%	-9%	11%	-44%[inhibitor]	-58%[inhibitor]	-16%	.
CCOc1ccccc1NC(=O)CCCc1nc2ccccc2c(=O)[nH]1	0%	1%	5%[38.3 µM]	20%	-10%[10 µM]	31%	12%
COC(=O)c1ccc(=O)n(CC(=O)c2ccc(Cl)cc2)c1	4%	-3%	-4%	6%	-35%[inhibitor]	20%	?
CC1CCN(CCCOc2ccc(Cl)cc2Br)CC1	5%	6%	26%	-2%	-45%[inhibitor]	-31%	?
COc1ccc(C2C(C(=O)N3CCN(c4ccccc4)CC3)c3ccccc3C(=O)N2C)cc1OC (centres undefined)	7%	-10%	-2%	6%	20%[10 µM]	5%	-7%
O=C(CCO)c1ccc(O)cc1	.	.	2%	.	8%[10 µM]	-5%[9.22 µM]	.
Cc1cc(C)n2nc(C(=O)N3CCN(c4ccc([N+](=O)[O-])cc4)CC3)nc2n1	0%	20%	20%	-21%	-35%[inhibitor]	5%	.
CCC(=O)c1c(NC(C)C)cc(C)oc1=O	4%	2%	-11%	1%	16%	-18%	.
CC(C)Oc1ccc(C(=O)Nc2ccc(N(C)C)cc2)cc1	.	-10%	.	.	-96%[inhibitor]	9%	?
CCn1c(SCC(=O)c2ccc(O)c(O)c2)nnc1-c1ccccc1OC	-3%	-11%	-9%[38.3 µM]	5%	2%	?	?
O=c1c2cnn(-c3ccccc3)c2ncn1Cc1ccccc1F	2%	4%	5%	-20%	11%	14%	?
CC(=O)c1ccc2cccc3c2c1N=CN3C	.	0%	.	.	-23%	-6%	12%
O=C(CCn1ccc2ccccc21)Nc1ccc(N2CCOCC2)cc1	7%	?	-14%[38.3 µM]	-16%	13%	-7%	?
CCCC(C)NC(=O)COc1ccc(S(=O)(=O)N2CCCC2)cc1 (centres undefined)	4%	1%	5%	5%	9%[10 µM]	-1%[9.22 µM]	.
O=c1c2c(nc3c(-c4ccccc4)c[nH]n13)CCC2	-4%	0%	13%[38.3 µM]	-15%	-23%	-24%	?
O=C(CC1C(=O)NCCN1CC1CCCCC1)NC1(c2ccccc2)CC1 (centres undefined)	1%	21%	-1%	.	-4%	10%	.
COC(=O)c1nc(N)sc1-c1ccc(Cl)cc1	5%	17%	-3%	?	-27%	16%	-26%[46 µM]
COc1ccc(CC[N@+]2(C)COc3cc4oc(=O)cc(C)c4cc3C2)cc1OC	-4%[7.66 µM]	.	0%	-6%[9.22 µM]	-12%[10 µM]	.	.
Cc1ccc(-c2nc(NCC3CCCO3)sc2C)cc1 (centres undefined)	4%	-12%	4%	23%	-1%[10 µM]	14%	-6%[46 µM]
COc1ccccc1CNc1n[nH]c(NCc2ccccc2OC)n1	6%	-5%	22%[38.3 µM]	0%	4%	-19%	5%
CC(C)(C)C1c2[nH]c3ccccc3c2CCN1Cc1cccc(OCCO)c1 (centres undefined)	1%	1%	4%	.	19%[10 µM]	22%[9.22 µM]	2%[46 µM]
COc1ccc(C(CCN(Cc2ccc(OC)c(OC)c2)C(=O)CCl)c2ccccc2)cc1 (centres undefined)	4%	-7%	30%[activator]	-116%[inhibitor]	9%[10 µM]	?	?
O=C(NC(=S)NCc1ccc(F)cc1)c1ccccc1	0%	15%	-5%	11%	.	-7%	?
COc1ccc(Nc2nc(NCC3CCCO3)nc(N)c2[N+](=O)[O-])cc1 (centres undefined)	.	2%	.	.	9%[10 µM]	10%[9.22 µM]	?
Cc1onc(-c2ccccc2)c1C(=O)n1nnc2ccccc21	-3%	13%	26%[38.3 µM]	-2%	1%	2%	7%
Cc1ccc(-n2[nH]c(C)c(C=Nc3ccc(S(=O)(=O)Nc4nccs4)cc3)c2=O)cc1C	-26%	-10%	18%	28%	-8%[10 µM]	11%	-3%
CCCCn1c(-c2cccnc2)n[nH]c1=S	0%	0%	5%	-17%[1.84 µM]	20%[10 µM]	5%	-10%
O=S(=O)(c1ccc(Br)c2nsnc12)N1CCOCC1	-3%	1%	-4%	-8%	-6%[0.074 µM]	-19%	2%
O=C(NC1CC1)c1scc2c1OCCO2	-6%	3%	-15%[38.3 µM]	-8%	15%	?	1%
CCN(CC)CCCN1C(=O)C(=O)/C(=C(/O)c2ccc(Cl)cc2)C1c1ccccn1 (centres undefined)	0%	-10%	12%[38.3 µM]	26%	-13%	-22%	-3%
CC(C)(C)OC(=O)NCCCCCNC(=O)c1[nH]cnc1C(=O)N[C@@H](Cc1ccccc1)C(=O)OCc1ccccc1	.	22%	7%	.	17%[10 µM]	8%[9.22 µM]	.
Cc1cccc(C)c1OCC(=O)OC/C(O)=C(\C#N)c1nc2ccccc2[nH]1	.	-8%	.	.	23%[10 µM]	4%	-10%
Cc1ccc2[nH]c(C(F)(F)F)cc(=O)c2c1	.	7%	.	.	2%[10 µM]	15%[9.22 µM]	.
CCOC(=O)C1(C(F)(F)F)N=C(C(F)(F)F)Nc2ccc(F)cc21 (centres undefined)	-3%	12%	-3%	26%	.	10%	-6%
CCCCNC(=S)N/N=C/c1ccccc1F	1%	-1%	2%	1%	-9%[1.9 µM]	-3%	-11%
O=C(NCCN1CCOCC1)c1ccc(CS(=O)(=O)c2c(Cl)cccc2Cl)o1	-6%	1%	6%[38.3 µM]	-2%	1%	27%	4%
CCOC(=O)C(C)Sc1nnc(CNC(=O)c2ccc(OC)cc2)n1C1CCCCC1 (centres undefined)	-3%	-3%	-1%[38.3 µM]	-10%	3%	-18%	12%
CC(C)C[C@H](NC(=O)c1nc[nH]c1C(=O)NCc1ccccc1)C(=O)OCc1ccccc1	.	9%	0%	.	8%[10 µM]	-4%[9.22 µM]	.
COc1ccc(NCC(=O)Nc2ccc(Br)cc2F)c(OC)c1	.	-6%	.	.	-15%[10 µM]	-14%[9.22 µM]	?
Cn1c(SCC(=O)N/N=C/c2ccco2)nc2ccccc21	-1%	-13%	6%	8%	-31%[inhibitor]	?	?
O=C1C(C=NCc2ccccn2)=C(O)c2ccccc21	-5%	-9%	-13%[38.3 µM]	5.6µM*	19%	-14%	-3%

Taken from above.
SMN2 splice up result of `O=C(NCCN1CCOCC1)c1ccc(CS(=O)(=O)c2c(Cl)cccc2Cl)o1` stands at -2%
SMN2 splice up result of `CN(C)S(=O)(=O)c1cc(C(=O)NCc2ccccc2)c(Cl)cc1Cl` stands at -17%
